Assay outcomes: PubChem, several laboratories
FAS-TE inh = FAS thioesterase domain inhibitors, primary screen, biochemical, fluorescence intensity, uHTS | recombinant FAS-TE, OMFH fluorogenic substrate, fluorescence endpoint | inhibition, % at 15 µM | 360,000 tested, 0.67% active;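 active = compounds whose normalised, plate-corrected inhibition of enzyme fluorescence in the single-dose primary screen is 50% or more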;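 also: 0% = DMSO with enzyme and 100% = substrate without enzyme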
Rin1 Abl inh = inhibitors of Rin1-Abl protein binding, primary screen, biochemical, TR-FRET. inhibition, % at 7.35 µM. 360,000 tested, 0.4% active. AID 588664, 2011; in the data active = inhibition above about 5%, passing the limit was not always enough
CendR NRP1 mod = modulators of CendR peptide binding to NRP-1, primary screen, biochemical, fluorescence polarization, uHTS | Neuropilin-1 (Homo sapiens), O14786 | FAM-RPARPAR peptide binding to NRP-1 | inhibition, % at 25 µM | 360,000 tested, 0.85% active | AID 602438, 2012;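 active = inhibition or corrected inhibition above about 18%, plus a signal ratio from 0.5 to 1.5, limit read from the data, passing the limit was not always enough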; also: strong numbers were not always called active
Neddyl block = inhibitors of cullin neddylation, primary screen, biochemical, TR-FRET, uHTS, NAE and Ubc12; NEDD8-conjugating enzyme Ubc12 (Homo sapiens) + NEDD8-activating enzyme E1 regulatory …; 360,000 tested, 0.58% active; calls only at 25 µM; AID 651699, 2012; in the data active = inhibition above about 36%
MsrA act = bovine MsrA enzyme activators, primary screen, biochemical, absorbance, HTS | Methionine sulfoxide reductase A (Bos taurus) | purified bovine MsrA, absorbance read-out | activation, % at 10.6 µM | 360,000 tested, 0.3% active; in the data active = activation above about 7.5%;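 also: 0% = vehicle and 100% = reference activator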
MT1-MMP act inh = blockers of MT1-MMP proenzyme processing, primary screen, HT1080 RFP-PRO-GFP cells, GFP/RFP fluorescence; AID 651647, 2012; 360,000 tested, 0.061% active; GFP/RFP ratio fluorescence, overnight; percent of plate control window, DMSO zero; Matrix metalloproteinase-14 (Homo sapiens), P50281; GFP/RFP ratio change, % at 20 µM;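 active = GFP/RFP ratio change of at least 30% with cell ATP level not reduced by more than half and red fluorescence within 50% of control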; also: strong numbers were not always called active
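Test system: HT1080 cells expressing an RFP-PRO-GFP fluorescent reporter construct / Compound dosing: single-point 20 µM compound, 1% DMSO / Schedule: cells overnight before dosing, compound overnight, 37 °C, 5% CO2 / Evaluation: GFP/RFP fluorescence ratio / Control set: DMSO and RFP-L50D-GFP cell wells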
PABP1 MLLE inh = inhibitors of PABP1 MLLE–PAM2 peptide binding, primary screen, biochemical, fluorescence polarization, FITC-PAM2, GST-MLLE. Polyadenylate-binding protein 1 (Homo sapiens), P11940. inhibition, % at 20 µM. 360,000 tested, 0.36% active; in the data active = inhibition above about 35%, passing the limit was not always enough;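 also: plate controls were DMSO wells with GST-MLLE for no effect and wells lacking GST-MLLE protein for full effect; some results filed as inactive read as strong as hits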
SKN-1 block = suppressors of acrylamide-induced Pgst-4::GFP reporter in worms, primary screen, SKN-1 inhibitor project, whole organism, uHTS, GFP/RFP fluorescence ratio, strain VP596. C. elegans VP596 Pgst-4::GFP/RFP ratio, 24 h. 360,000 tested, 0.49% active. inhibition, % at 21.8 µM;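 active = interference check ratio from 0.5 to 1.5 plus GFP to RFP signal ratio inhibition reaching or exceeding a fixed threshold, cut at about 30% in these data, passing the limit was not always enough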; also: some compounds called inactive have numbers as strong as hits
eLon inh = inhibitors of E. coli Lon protease, primary screen, biochemical, fluorescence polarization. P0A9M0. purified E. coli Lon protease. inhibition, % at 7.94 µM. 360,000 tested, 0.42% active. AID 602123, 2011; in the data active = inhibition above about 13%, passing the limit was not always enough;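 also: 0% = enzyme with probe and DMSO and 100% = no enzyme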
* = called active by the depositor; i = inactive; . = no result given. Hits appear at their usual frequency; 4% or so of the library scored in one or more.

SMILES	FAS-TE inh	Rin1 Abl inh	CendR NRP1 mod	Neddyl block	MsrA act	MT1-MMP act inh	PABP1 MLLE inh	SKN-1 block	eLon inh
Cc1ccc(C)c(Nc2nc3ccc(C)cc3n3cnnc23)c1	0	-2	-29	i	-11	0	-20	1	-93
CCOc1cc(NC(=S)NCCCN2CCOCC2)c(OCC)cc1NC(=O)c1ccc(OC)cc1	-3	-2	-4	i	-1	-2	5	6	-16
CN(C)C(=O)c1cc(Br)ccc1Cl	-8	-2	2	i	-3	-3	11	-18	-5
COc1ccc2[nH]c(C)c(C(=O)CN3CC(C)OC(C)C3)c2c1 (centres undefined)	-11	2	-7	i	-1	1	9	1	-7
C=C[C@]1(C)C=C2CCC3[C@](C)(CCC[C@@]3(C)C(=O)O)C2CC1 (some centres undefined)	5	-2	-41	i	-3	-1	6	15	-3
COc1ccc(C(C)C)cc1S(=O)(=O)N1CCC(C(=O)NCc2cccnc2)CC1	-4	1	11	i	-1	-1	1	5	-7
O=C(N/N=C/c1ccc[nH]1)c1c[nH]c2ccccc12	-6	-3	2	i	-12	.	-17	-3	-45
COc1ccc(C(C#N)=Cc2ccccc2OC)cc1	24	-5	-7	i	-2	-2	22	17	10
Cc1ccccc1NC(=O)Cn1c(=O)n(-c2ccc(CC(=O)NCC3CCCO3)cc2)c(=O)c2ccccc21 (centres undefined)	-2	-1	5	i	-1	-2	0	4	6
C=CCOc1ccccc1CNn1nnnc1N	-6	-1	3	i	-1	2	10	18	2
COc1ccc(Cl)cc1NC(=S)Nc1ccc(Cl)cn1	-3	1	17	i	-3	-1	16	0	4
CCOc1ccc(N2CC(C(=O)Nc3ccc(F)cc3F)CC2=O)cc1 (centres undefined)	-8	0	2	i	0	5	-9	18	1
Cc1ccccc1NC(=O)CC1SC(=NC2CCCCC2)NC1=O (centres undefined)	-4	-3	-4	i	-4	-3	-76	21	-3
Cc1cc(C)c(C)c(OCC(=O)N2CCN(c3ccccn3)CC2)c1	3	1	10	i	-8	8	4	7	-6
Cc1cc(C)c2c(c1)c(C)cc1nnc(SCC(=O)c3cccs3)n12	-2	-3	-3	i	-4	-6	-33	-8	-3
CC1CN(S(=O)(=O)c2cccc(C(=O)NCC3COc4ccccc4O3)c2)CC(C)O1 (centres undefined)	5	0	7	i	-2	1	-1	-1	6
CC1(C)CC(=O)C(C=NCCCN2CCOCC2)=C(O)C1	-11	-1	4	i	-3	1	10	-22	0
CN(Cc1ccccc1)C(=O)Cn1c(=O)oc2cc(S(=O)(=O)NCc3ccccc3)ccc21	8	1	-8	i	0	4	2	-10	0
O=C1CC(c2ccccc2)CC(=NCCO)/C1=C(\O)CCCN1C(=O)c2ccccc2C1=O (centres undefined)	1	-4	-9	i	-5	-2	15	-11	1
CCCCn1nc2cc(C(=O)NCc3cc(C(F)(F)F)cc(C(F)(F)F)c3)ccc2c1OC	13	2	27*	.	0	1	0	20	4
Cc1cc2ncc(C(N)=O)cn2n1	-5	3	14	i	-11	2	5	-5	5
CCN1CCCC1CNC(=O)c1c(O)c2c([nH]c1=O)CCCC2 (centres undefined)	-8	1	14	i	-1	-1	-3	17	-6
Cc1nn(-c2ccccc2)c(NC(=O)c2cccs2)c(-c2ccccc2)c1=O	-10	-4	-9	i	-3	1	-11	12	5
CCN1C(=O)[C@@H]2[C@H](C1=O)[C@@H]1C(=O)Nc3ccccc3C(=O)N1[C@@H]2c1ccc(OC)cc1	-6	0	-4	i	-2	-2	12	13	1
COc1ccc(-n2nc(C(=O)NCC(=O)N3CCOCC3)c3ccccc3c2=O)c(OC)c1	-7	3	4	i	-3	-3	10	-8	2
Cc1cccc(C)c1NC(=O)CN(C)C(=O)c1cccc(S(=O)(=O)N2CCN(c3ccc(F)cc3)CC2)c1	16	1	14	i	1	4	-9	-5	-20
O=C(Nc1ccccc1C(=O)O)c1ncn[nH]1	-6	-1	4	i	-2	-4	-5	-16	-2
C/C(=N\Nc1nc2ccccc2[nH]1)c1cccs1	-17	-6	-3	i	-4	7	-18	-3	-12
CCCCCC(=O)N1C[C@@H](n2cc(C3CC3)nn2)[C@H](O)C[C@@H]1c1ccc(C)cc1	1	2	-3	i	-2	-2	16	1	-6
CCCNC(=O)c1ccccc1NC(=O)COc1cccc2c1OC(C)(C)C2	-1	1	1	i	-1	0	1	5	4

Ordered by value in MT1-MMP act inh (falling): seven from the list above.
SMILES	MT1-MMP act inh
C/C(=N\Nc1nc2ccccc2[nH]1)c1cccs1	7
CN(Cc1ccccc1)C(=O)Cn1c(=O)oc2cc(S(=O)(=O)NCc3ccccc3)ccc21	4
CC1(C)CC(=O)C(C=NCCCN2CCOCC2)=C(O)C1	1
CCCNC(=O)c1ccccc1NC(=O)COc1cccc2c1OC(C)(C)C2	0
CCN1CCCC1CNC(=O)c1c(O)c2c([nH]c1=O)CCCC2 (centres undefined)	-1
O=C1CC(c2ccccc2)CC(=NCCO)/C1=C(\O)CCCN1C(=O)c2ccccc2C1=O (centres undefined)	-2
COc1ccc(-n2nc(C(=O)NCC(=O)N3CCOCC3)c3ccccc3c2=O)c(OC)c1	-3

New compounds follow
SMILES	FAS-TE inh	Rin1 Abl inh	CendR NRP1 mod	Neddyl block	MsrA act	MT1-MMP act inh	PABP1 MLLE inh	SKN-1 block	eLon inh
CCOC(=O)Cc1csc(NC(=O)c2ccc(Br)o2)n1	-1	3	-6	i	-4	2	-3	12	-7
Cc1cc(=O)[nH]c(N/N=C/c2c(C)nn(-c3ccc(F)cc3)c2Cl)n1	2	-1	-4	i	-1	-4	1	8	-7
Cc1ccc(C(=O)NCCSc2ccc(Cl)cc2)cc1S(=O)(=O)Nc1ccccc1	28	2	-2	i	-7	2	-21	6	4
CCOC(=O)c1nn(-c2cccc(C)c2)c2nnc(Cc3ccc(C)cc3)c(=O)n12	24	0	-1	i	5	1	-5	2	-2
CCOC(=O)C(C)Sc1ncc(OC)c(=O)[nH]1 (centres undefined)	-4	1	-2	i	4	0	0	4	-5
Cc1c(C(=O)CN2CCN(c3ccccc3)CC2)c2ccccc2n1C	10	2	13	i	-1	10	-29	20	0
CC(OC(=O)C1=Cc2ccccc2OC1)C(=O)NCc1ccco1 (centres undefined)	-1	1	-3	i	-9	1	0	-1	6
CCNc1nc(SC(C)C(=O)Nc2ccccc2)nc(N(C)C)n1 (centres undefined)	2	4	-5	i	-3	-1	-6	-2	17
Cc1cccc(-n2ncc3c2CCCC3NC(=O)CCc2cccnc2)c1C (centres undefined)	-8	-4	1	i	-10	5	6	0	4
CC(C)=CC(=O)OCC(=O)Nc1cccc([N+](=O)[O-])c1	2	-1	-9	i	-4	3	9	10	0
COc1cc(C2c3[nH]c4ccccc4c3CC3COC(=O)N32)cc(OC)c1O (centres undefined)	-3	1	-4	i	0	15	9	5	2
CCCCCN(C(=O)CCC(=O)OCC(=O)c1c(C)cc(C)cc1C)c1c(N)n(CCCC)c(=O)[nH]c1=O	-15	-1	2	i	-1	-14	-17	12	-8
COc1cc(/C=C/C(=O)NC2CCCCC2)cc(OC)c1OC	-4	2	4	i	0	0	0	-6	-9
CCCCOc1ccc(S(=O)(=O)NC(=O)NCc2ccc(OCCC)cc2)cc1	9	1	-6	i	2	1	2	6	-4
CCCCCOc1ccc(C(=O)Nc2ccc(N3CCOCC3)cc2N2CCOCC2)cc1	3	2	0	i	-3	0	1	1	-11

Whole records as entered above. Order of screens: FAS-TE inh, Rin1 Abl inh, CendR NRP1 mod, Neddyl block, MsrA act, MT1-MMP act inh, PABP1 MLLE inh, SKN-1 block, eLon inh
C/C(=N\Nc1nc2ccccc2[nH]1)c1cccs1 across the screens: -17, -6, -3, i, -4, 7, -18, -3, -12
O=C(N/N=C/c1ccc[nH]1)c1c[nH]c2ccccc12 across the screens: -6, -3, 2, i, -12, ., -17, -3, -45

(next part)
SMILES	FAS-TE inh	Rin1 Abl inh	CendR NRP1 mod	Neddyl block	MsrA act	MT1-MMP act inh	PABP1 MLLE inh	SKN-1 block	eLon inh
COc1ccc(S(=O)(=O)Nc2cc(S(=O)(=O)c3ccccc3)c(O)cc2C)cc1	-3	-1	-10	i	1	-1	8	4	8
COc1ccc(CNC(=O)COC(=O)Cc2ccc(Cl)cc2Cl)cc1	-7	2	2	i	-4	3	2	12	-2
CCCC(c1nnnn1CS(=O)(=O)c1ccc(C)cc1)N1CCN(c2ccccc2)CC1 (centres undefined)	32	-2	10	i	-2	-6	7	2	4
O=C(NCc1cccnc1)c1cc(C2CCCCN2S(=O)(=O)c2cccs2)on1 (centres undefined)	-3	-1	-7	i	-3	-1	8	-8	-8
O=C(COC(=O)c1ccc(F)cc1)Nc1nc2ccc([N+](=O)[O-])cc2s1	0	2	-10	i	-1	-8	-6	3	-1
C=CCON1C(=O)C(=O)N(OCC=C)[C@H]2CCCC[C@H]21	-7	-1	-1	i	2	6	20	7	-2
CCN(C(=O)COc1ccccc1[N+](=O)[O-])C1CCS(=O)(=O)C1 (centres undefined)	-12	-2	-4	i	1	0	3	5	6
COc1ccc(CCN2CC(C(=O)N3CCC(OC)CC3)CCC2=O)cc1 (centres undefined)	-8	0	4	i	-1	0	4	-1	-1
c1ccc(-c2n[nH]c3c2CCC3)cc1	-3	1	9	i	2	3	-1	21	-8
Cc1cc(Br)cn2c(Cc3cccc(F)c3)c(-c3ccc(C#N)cc3)nc12	22	.	-28	i	-1	-3	.	11	-9
COc1ccc(CNC(=S)Nc2cc(OC)ccc2OC)cc1	0	-2	-3	i	-3	4	-15	0	9
CN(c1ccc(C(=O)NCc2ccc3c(c2)OCO3)cc1)S(=O)(=O)c1ccccc1	10	-2	8	i	-1	0	8	12	-2
Cc1ncc(CO)c2cc(C(=O)Nc3cccc(F)c3)c(=Nc3cccc(C(N)=O)c3)oc12	0	0	-12	i	-2	-5	-10	-1	-7
